TROY NFkB inh: blocks TROY-dependent signaling in reporter cells; Q293 LMP1-TROYcd NF-kB luciferase reporter, 4 h; inhibition, % at 10 µM; 360,000 tested, 0.98% active;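 active = compounds whose plate-normalised and pattern-corrected inhibition of the luciferase reporter signal at the single screening dose is 50% or more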
HIF-2a inh: blocks HIF-2a reporter activity | inhibition, % at 18.8 µM | 786-0 RCC cells HIF-2a reporter, luciferase luminescence, overnight | AID 624352 | 360,000 tested, 0.72% active;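 active = inhibition of the luminescence signal of 40% or more relative to plate controls, in a single-dose primary screen at 18.75 µM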
Peg3 promoter: inhibitors of Peg3 promoter; HeLa PEG-Prom luciferase reporter, luminescence, overnight; inhibition, % at 20 µM; 360,000 tested, 1.7% active; AID 588405;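 active = inhibition of at least 50% at 20 µM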
TRAIL sens C8: caspase-8 TRAIL sensitization | NB7+C8 cells + TRAIL, ATPlite viability luminescence | inhibition (viability loss, TRAIL sensitization), % at 10 µM | 360,000 tested, 1% active | AID 624354;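 active = compounds causing at least 50% loss of cell viability in the single-dose screen, relative to plate controls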
Shn3 3UTR inh: inhibitors of Schnurri-3 3'UTR reporter in osteoblasts; Clone20 osteoblast Shn3 3'UTR firefly luciferase, 24 h; inhibition, % at 12.5 µM; 360,000 tested, 0.52% active; AID 588674;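 active = mean inhibition of at least 75% with every replicate also reaching 75%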;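 also: 0% = median of neutral control wells and 100% = pilot-screen positive control compound; some compounds past the cut are filed as inactive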
CF NFkB block: inhibitors of cystic fibrosis induced NF-kB; KKLEB NF-kB-GFP reporter, PAF-induced, GFP fluorescence overnight; inhibition, % at 5 µM; 360,000 tested, 0.86% active; AID 588850;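 active = at least 50% inhibition at 5 µM, scaled per plate between neutral and stimulator controls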;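 also: PAF is a Pseudomonas aeruginosa culture filtrate used as stimulus; plate controls were PAF-stimulated DMSO wells for no effect and unstimulated DMSO wells for full effect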
TWEAK-Fn14 inh: blocks TWEAK-Fn14 interaction in a reporter cell assay. TWEAK-stimulated Fn14 reporter cells, luciferase luminescence, 8 h. inhibition, % at 10 µM. 360,000 tested, 2% active; in the data active = inhibition above about 50%
TRPM1 prom inh: inhibitors of MITF-driven TRPM1 promoter in melanoma cells; inhibition, % at 12.5 µM; 330,000 tested, 0.83% active; SK-MEL-5 TRPM1 promoter luciferase, 24 h;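 active = mean inhibition across replicates of 60% or more, whatever share of single replicates reaches that level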; also: values of inactives mirror those of a sister screen read the other way
KKLEB cytotox: counter-screen for CF NF-kB inhibitors: cytotoxicity; KKLEB CF airway cells viability, ATPlite luminescence, overnight; active compounds read low; cells stimulated with P. aeruginosa culture filtrate; activity change (cytotoxicity), % at 5 µM; 360,000 tested, 0.36% active; AID 602141;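 active = corrected activity change at or below -50% at 5 µM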
NR2E3 ag-1: human photoreceptor-specific nuclear receptor agonism; Q9Y5X4; CHO-S Gal4-NCOR/VP16-NR2E3 two-hybrid, luciferase; inhibition of corepressor binding, % at 3.98 µM; 360,000 tested, 0.35% active; AID 602229;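 active = inhibition above the mean of all tested compounds plus 3 SD, cut at about 70% in these data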;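 also: 0% = DMSO with NR2E3 transfected cells and 100% = cells lacking NR2E3 construct; higher means lower luciferase signal from less NR2E3 corepressor binding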
Target sequence (Q9Y5X4 whole entry, looked up, the tested form may be a part): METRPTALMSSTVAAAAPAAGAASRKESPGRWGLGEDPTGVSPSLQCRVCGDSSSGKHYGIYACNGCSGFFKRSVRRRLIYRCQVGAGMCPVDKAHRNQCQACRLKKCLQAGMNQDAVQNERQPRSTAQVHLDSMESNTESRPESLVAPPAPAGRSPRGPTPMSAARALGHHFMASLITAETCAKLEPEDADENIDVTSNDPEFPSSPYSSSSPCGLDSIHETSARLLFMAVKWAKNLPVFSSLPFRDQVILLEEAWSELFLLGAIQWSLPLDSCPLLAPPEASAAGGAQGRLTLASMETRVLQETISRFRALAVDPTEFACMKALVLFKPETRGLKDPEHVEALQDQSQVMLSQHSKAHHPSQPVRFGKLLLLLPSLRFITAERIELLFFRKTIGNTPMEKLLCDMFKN
NR2E3 ag-2: NR2E3 (human) agonism; Q9Y5X4; GST-NR2E3/biotin-RetCOR TR-FRET, 1536-well; inhibition of corepressor binding, % at 4.78 µM; 320,000 tested, 0.12% active; AID 2300;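 active = percent inhibition above the cutoff of mean plus 3 SD of all tested compounds, set per screening campaign, cut at about 20% in these data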;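 also: 0% = DMSO wells and 100% = biotin wells as full block of FRET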
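Format: 1536-well format; test system: GST-NR2E3 and biotin-RetCOR proteins; read-out basis: percent inhibition of TR-FRET ratio; timing: 5 h incubation at 4 °C; detection: time-resolved FRET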
An asterisk follows results filed as active; x = not tested or not shown. A portion of the library; rates above refer to the full screens.

SMILES	TROY NFkB inh	HIF-2a inh	Peg3 promoter	TRAIL sens C8	Shn3 3UTR inh	CF NFkB block	TWEAK-Fn14 inh	TRPM1 prom inh	KKLEB cytotox	NR2E3 ag-1	NR2E3 ag-2
COc1cc(OC)cc(C(=O)N[C@H](C(=O)OCC(=O)Nc2ccc(C(N)=O)cc2)C(C)C)c1	-8.9	8.6	19.5	4.4	-9.0	9.2	2.3	-0.6	5.3	-12.2	4.5
O=C(NCc1cccc(F)c1)c1cccc(OC2CCN(C(=O)C3CC3)CC2)c1	2.9	-16.7	0.7	14.3	36.7	23.8	1.0	19.4	-22.7	19.0	x
COC(=O)Cn1c(=O)c(C)nc2ccccc21	18.8	11.7	14.7	-0.4	-3.0	-1.3	-11.4	-1.0	4.7	-8.3	-1.3
CC1(C(=O)NS(=O)(=O)c2ccc(Cl)cc2)CCN1C(=O)c1ccccc1CCc1ccccc1 (stereo not given)	-13.0	15.4	10.0	-9.3	-15.8	1.9	-15.8	x	-0.9	5.7	x
COc1ccc(OCc2cc(C(=O)N3CCCC3)no2)c2ccccc12	27.0	-236.9	-345.0	-4.0	-137.6	2.2	-19.4	-16.3	-1.6	-209.8	2.2
CCOc1ccc(N(CC(=O)Nc2ccccc2OC)S(C)(=O)=O)cc1	2.8	-4.3	19.2	-2.4	-3.6	4.3	15.9	11.0	-10.5	-36.0	-1.1
CCOC(=O)C1(Cc2cccc(OC)c2)CCCN(S(=O)(=O)N(C)C)C1 (stereo not given)	0.7	-0.8	18.3	-16.6	12.5	2.9	-17.2	14.0	0.6	-76.2	-0.4
C=CCNC(=O)c1cc(-c2ccc(Br)cc2)on1	-16.5	-218.9	-293.6	8.3	-45.7	-25.8	17.7	-79.6	-0.3	-72.0	3.9
CCOC(=O)c1c(NC(=O)c2ccc(S(=O)(=O)N3CCOCC3)cc2)sc2c1CCN(C)C2	-20.4	-18.7	30.8	-5.1	-5.4	11.7	-40.4	-18.3	-8.4	-3.4	-2.0
O=C1c2cccc3cccc(c23)C(=O)N1/N=C/c1ccc(O)cc1O	-6.2	-5.9	-2.9	-1.6	4.4	-63.7	-24.2	3.4	12.2	-8.2	-1.5
CC1CCCC(NC(=O)COC(=O)c2c[nH]c(=O)[nH]c2=O)C1C (stereo not given)	x	13.1	3.0	-10.3	-8.7	2.0	54.8*	-2.6	8.5	-19.0	-0.8
CC(C)(C)NC(=O)NCC1CCCC1NC(=O)NC(C)(C)C (stereo not given)	4.7	8.2	-3.7	-9.3	21.5	-5.3	18.3	1.4	9.8	18.5	0.3
COc1cccc(NC(=O)CCN2CCOCC2)c1	16.7	4.1	-11.1	-11.6	-2.7	-2.1	11.1	-2.2	11.1	-12.2	0.5
COc1ccccc1NC(=O)Cn1cnc2sc(C)c(S(=O)(=O)N3CCCCC3)c2c1=O	22.6	21.4	12.3	-6.0	26.3	6.3	-4.0	-6.0	4.9	-2.5	4.3
CCCCn1nc(C(=O)Nc2ccc(-n3cnnn3)cc2)c2ccccc2c1=O	-8.8	-18.3	31.8	22.2	-6.2	8.7	2.4	-7.3	-18.6	2.4	-0.5
COc1ccc(S(=O)(=O)N2CCCCCC2)cc1C(=O)N1CCCC(C(F)(F)F)C1 (stereo not given)	11.4	10.7	11.2	-22.1	13.7	14.7	-18.5	-3.7	-14.6	0.4	0.9
COc1ccc(CCNC(=O)C(=O)NCC2CCCN2S(=O)(=O)c2cccs2)cc1 (stereo not given)	-5.0	11.2	2.7	-12.8	4.2	-22.8	-4.7	6.9	22.7	9.5	-0.1
CC(C)C1Oc2ccccc2N(CC(=O)N(Cc2ccncc2)Cc2ccco2)C1=O (stereo not given)	-4.8	25.5	13.2	2.0	-7.6	-25.8	-5.2	-6.7	-2.6	-31.1	3.0
CCOc1ccc(CCNC(=O)CN2CCN(Cc3ccc(F)cc3)C2=O)cc1OCC	-2.3	-5.5	5.7	4.4	13.9	-10.2	-0.1	-1.5	3.4	-21.0	-0.9
COc1ccc(C(CCN(Cc2ccc(OC)c(OC)c2)C(C)=O)C(C)C)cc1 (stereo not given)	11.4	7.1	15.5	-2.1	10.8	18.5	-5.9	6.0	-15.8	-3.5	x
O=c1oc2ccccc2c(NC2CCCCC2)c1NS(=O)(=O)c1ccc(Cl)cc1	-15.9	14.5	21.2	1.1	5.5	-6.7	6.0	0.1	-3.5	-21.6	1.0
CC(C)Cc1cc(C(=O)N2CCCC(C(=O)c3cc(F)ccc3F)C2)no1 (stereo not given)	14.5	-10.4	23.0	-12.1	-32.5	-22.8	20.5	-9.4	26.2	4.3	-0.4
S=c1[nH]nc(CSCc2ccccc2Cl)n1C1CCCCC1	-24.4	3.0	3.8	8.1	2.6	0.3	-4.6	7.6	2.9	19.8	x
Cc1ccc(NC(=O)C2CCCN2S(=O)(=O)c2ccc3c(c2)n(C)c(=O)c(=O)n3C)cc1 (stereo not given)	-8.1	4.9	4.3	-1.9	4.4	-7.5	-10.5	-5.8	11.2	-10.7	3.3
Cc1ccc(C(O)c2ncc(-c3ccccc3C(F)(F)F)[nH]2)cc1F (stereo not given)	17.7	1.9	13.2	-7.6	9.3	-4.9	16.9	x	4.6	-8.8	x
COc1ccc(-c2cc(=O)oc3cc(OCC(=O)NCCN4CCOCC4)ccc23)cc1	4.0	28.9	18.0	11.6	-7.1	-9.7	-2.7	-2.9	7.2	9.4	-4.8
Cc1cc(S(=O)(=O)NCc2ccc3c(c2)OCO3)ccc1F	7.8	22.2	-0.6	7.4	6.1	3.9	-18.1	-3.9	2.7	-21.1	4.3
O=C1N=NC(=O)N1c1ccccc1	-21.6	-14.7	-25.9	1.4	1.8	26.7	-0.1	-1.5	5.8	-0.6	4.5
CC(C)Oc1ccc(C(=O)Nc2c3c(nn2C(C)(C)C)CS(=O)(=O)C3)cc1	-8.0	6.2	-0.4	5.4	-0.8	5.0	-3.4	-1.3	-1.8	10.0	-0.8
COC(=O)CN(C#N)c1nc(NC(C)C)nc(OC)n1	6.8	-12.2	13.3	-9.8	-61.5	-5.0	8.1	13.7	-6.8	-17.6	0.0
Cc1noc(C)c1COc1ccccc1C(=O)N(C)CC(=O)Nc1ccc(Cl)c(Cl)c1	-16.0	-6.8	-7.6	-39.4	21.4	8.1	-5.3	-21.1	-7.9	4.0	1.0
Cc1ccccc1NC(=O)NCc1cccnc1	-0.3	2.4	7.6	-1.9	1.5	6.8	-1.7	2.3	9.9	9.2	-0.1
N#Cc1nc(-c2cccs2)oc1NCCN1CCOCC1	-5.4	13.0	11.2	1.8	4.0	8.4	13.3	0.5	1.7	8.3	2.1
CCCOC(=O)Nc1nc2ccccc2o1	-36.3	-165.0	-164.9	10.4	-2.2	-8.5	1.2	-49.0	7.2	-82.0	-2.5
Cc1nn(C(C)C(=O)NC2CCCCCC2)c(=O)c2nn(-c3ccccc3)c(C)c12 (stereo not given)	-7.8	-19.5	-14.4	14.7	-10.9	5.1	-12.6	6.5	11.5	-37.4	-5.2
CC1(C)CC(N=c2cc(-c3ccccc3)oc3ccc(Cl)cc23)CC(C)(C)N1	-21.8	-89.0	107.6*	6.2	-142.7	2.3	-67.4	54.4	-15.6	-38.1	x

An excerpt from above in order of the TRPM1 prom inh value, descending.
Compound | TRPM1 prom inh
N#Cc1nc(-c2cccs2)oc1NCCN1CCOCC1 | 0.5
Cc1noc(C)c1COc1ccccc1C(=O)N(C)CC(=O)Nc1ccc(Cl)c(Cl)c1 | -21.1
CCCOC(=O)Nc1nc2ccccc2o1 | -49.0

The list goes on.
SMILES	TROY NFkB inh	HIF-2a inh	Peg3 promoter	TRAIL sens C8	Shn3 3UTR inh	CF NFkB block	TWEAK-Fn14 inh	TRPM1 prom inh	KKLEB cytotox	NR2E3 ag-1	NR2E3 ag-2
O=C(NCCCN1CCOCC1)c1cc(S(=O)(=O)N2CCOCC2)ccc1Cl	7.4	9.2	-0.8	-6.9	-16.8	-1.5	1.4	4.4	12.1	31.5	x
O=C(NC1CCCC1)c1ccc(CSCc2ccccc2F)o1	-41.8	-134.5	-79.5	1.1	-16.3	1.2	-24.7	-20.4	3.7	-15.3	4.2
CC(C)CCn1nnnc1CN1CCN(c2ccccc2)CC1	-7.5	11.8	14.4	-1.8	-1.3	4.6	9.0	-4.1	-1.2	1.4	1.4
CC(NC(=O)CS(=O)(=O)c1ccccc1)c1ccccc1 (stereo not given)	-12.8	4.9	15.4	2.0	15.4	-21.6	-10.2	8.3	5.7	0.8	1.6
CCCS(=O)(=O)N1CCCC(C(=O)NCc2cccnc2)C1 (stereo not given)	-19.0	-1.1	2.4	-5.6	-3.0	-1.6	-0.2	8.5	2.2	10.5	0.5
Cc1ccccc1C(=O)Nc1nnc(S(=O)(=O)N(C)Cc2ccco2)s1	-11.5	-14.7	0.1	-19.3	-14.7	11.0	8.0	-17.7	12.6	5.0	5.8
N/C(=N\OC(=O)c1ccccc1Cl)c1ccncc1	-35.1	-328.9	-202.1	20.8	-105.3	-17.9	15.0	-57.5	13.0	-142.6	-2.7
Cc1ccc(NC(=S)N2CCCC(c3ccccc3)=N2)cc1	-12.4	-8.1	4.8	6.3	20.9	7.7	-6.8	-3.1	0.2	1.2	0.2
CN(C)c1nc(N)nc2c1ncn2C1OC(CO)CC1O (stereo not given)	7.4	1.8	7.9	1.6	-7.8	-30.2	4.9	x	-4.2	-13.1	x
O=C(/C=C/c1ccc(OCCCF)cc1)Nc1ccnc(-c2cccnc2)n1	51.6*	-35.4	-7.4	-1.5	35.5	-25.7	27.4	10.7	12.7	-1.7	-1.3
Cc1cccc(C)c1OCc1cc(C(=O)N2CCC(C3CCCCC3)C2)no1 (stereo not given)	-24.7	-263.4	-246.1	14.2	-65.3	19.8	-12.3	-56.3	-6.0	-137.5	0.6
COc1cc(C2C(C#N)=C(N)Oc3cc(O)ccc32)cc2c1OCO2 (stereo not given)	-3.1	-10.1	22.6	15.1	-12.5	7.4	-1.1	6.3	-7.5	4.5	-1.0
Cc1ccc(NC(=O)CNc2cccc(Br)c2)cc1S(=O)(=O)N1CCOCC1	9.6	6.0	9.5	-5.3	4.5	7.9	-29.4	14.4	-4.6	-44.1	x
Nc1nc(Cl)c(C=O)c(N2CCCCC2)n1	18.0	11.7	18.9	6.8	14.2	5.9	4.9	8.2	-1.2	-10.7	-1.6
CCOC1=C2[C@@H](CN(S(=O)(=O)c3ccc(C)cc3)[C@H]2c2ccccc2F)[C@H]2C(=O)NC(=O)[C@H]2C1	-7.2	2.7	-0.8	-8.5	-1.6	-7.3	10.6	x	-2.9	-21.9	x
COc1ccc2nc(COC(=O)c3cccc([N+](=O)[O-])c3)c(C(C)=O)[n+]([O-])c2c1	7.5	12.2	17.1	-1.2	-9.3	-0.7	-5.3	-4.9	8.9	-12.1	-2.6
CSC(=Nc1ccc(Cl)cc1)N[n+]1ccccc1	-4.2	25.0	7.2	-6.8	-36.1	-2.6	-3.9	-0.8	11.8	10.1	3.5

From PubChem BioAssay
